LYP inhibition: inhibitors of LYP phosphatase, biochemical, fluorescence intensity, uHTS (AID 1779); one-dose inhibition, % at 11.5 µM; IC50 in µM for titrated hits; recombinant LYP phosphatase, fluorescence intensity; higher % means a stronger effect; 0.054% of 290,000 active; Tyrosine-protein phosphatase non-receptor type 22 (Homo sapiens); in the data active = inhibition above about 50%;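 also: plate controls were vehicle with enzyme for no effect and no enzyme for full effect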
West Nile virus CPE: West Nile virus antiviral activity, cell-based, CPE readout (AID 1621); West Nile virus-infected cells, CPE inhibition; higher % means a stronger effect; one-dose CPE inhibition, % at 10 µM; IC50 in µM for titrated hits; 0.02% of 290,000 active; in the data active = a potency from the dose series; inconclusive = CPE inhibition mostly from about 3.7% at the one dose, without a potency; inactive = the rest, 99 in 100 with CPE inhibition below about 2.2%; also: strong numbers were not always called active
MgcRacGAP inhibition: MgcRacGAP GTPase-activating activity inhibitors, confirmation, biochemical, ADP Hunter fluorescence; 0.6% of 340,000 active; inhibition, % at 30 µM, or IC50 in µM where a hit was titrated; MgcRacGAP-stimulated Rac1 GTP hydrolysis, ADP Hunter fluorescence; higher % means a stronger effect; GST-tagged Rac1 F28L mutant substrate; Rac GTPase-activating protein 1 (Homo sapiens);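 active = first-screen hits whose inhibition reached a set limit at any dose in the follow-up dose series; inconclusive = inhibition above the set first-screen limit but never retested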;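 also: fluorescence reports GDP produced by GAP-driven GTP hydrolysis; strong numbers were not always called active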
NS5 inhibitors: Dengue-2 NS5 methyltransferase inhibitors, primary screen, biochemical, confirmation dose response (AID 588689). Genome polyprotein (Dengue virus type 2 (strain 16681-PDK53)). Dengue-2 NS5 methyltransferase capping enzyme assay, biochemical; higher % means a stronger effect. inhibition, % at 25 µM, or IC50 in µM where a hit was titrated. 0.3% of 340,000 active; in the data active = a potency from the dose series; inconclusive = inhibition above about 29% without an active follow-up result
ER stress rescue: rescue of cells from ER stress-induced death, primary screen, 384-well, CSM14.1, thapsigargin, ATP luminescence (AID 1222); CSM14.1 thapsigargin-induced death rescue, ATP luminescence; higher % means a stronger effect; cellular ATP content (survival), % at 20 µM; hits with a dose series show EC50 in µM; 190,000 tested, under 10 active;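 active = EC50 below 50 µM in the dose-response confirmation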;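 also: death triggered by thapsigargin at about 15 µM added after 2 h compound pretreatment; cell ATP read after overnight thapsigargin exposure of roughly 18 to 22 hours; normalized against plate controls of thapsigargin alone and 5% DMSO vehicle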
SV40 large T antigen: SV40 large T antigen inhibitors, biochemical (AID 1903). SV40 large T antigen ATPase/helicase inhibition assay; higher % means a stronger effect. inhibition, % at 20 µM; hits with a dose series show IC50 in µM. 0.39% of 310,000 active; in the data active = a potency from the dose series; inconclusive = inhibition mostly from about 32% at the one dose, without a potency; inactive = the rest, 99 in 100 with inhibition below about 32%; also: strong numbers were not always called active
PhoP inhibition: inhibitors of PhoP regulon expression, primary screen, Salmonella Typhimurium, GFP reporter (AID 1863); inhibition, % at 50 µM; hits with a dose series show IC50 in µM; 0.16% of 300,000 active; S. Typhimurium PhoP-regulated promoter GFP reporter, 4 h; higher % means a stronger effect;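 active = inhibition over 29.93%, a cutoff 3 SD above the screen mean, later confirmed by dose response; inconclusive = inhibition over 29.93% but no dose response follow-up; inactive = inhibition at most 29.93% or unconfirmed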;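 also: 0% = low Mg2+ inducing control and 100% = high Mg2+ repressing control; strong numbers were not always called active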
GPR35 arrestin U2OS: GPR35 antagonists blocking zaprinast-driven arrestin recruitment, primary screen, imaging, U2OS, beta-arrestin-GFP, zaprinast agonist (AID 2058) | inhibition, % at 10 µM; hits with a dose series show IC50 in µM | G-protein coupled receptor 35 (Homo sapiens) | 0.052% of 290,000 active | U2OS GPR35 beta-arrestin-GFP translocation imaging, zaprinast antagonism; higher % means a stronger effect;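 active = inhibition of at least 50% with at least 30 cells and total cytoplasm GFP at most 10,000,000; inconclusive = under 30 cells or total GFP of 10,000,000 plus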
RSV CPE inhibition: RSV antiviral activity via CPE protection, HEp-2 cells, primary 10 µM value included (AID 2391) | 0.13% of 310,000 active | HEp-2 cells, RSV-induced CPE inhibition; higher % means a stronger effect | CPE inhibition, % at 10 µM, or IC50 in µM where a hit was titrated; in the data active = a potency from the dose series; inconclusive = CPE inhibition mostly from about 23% at the one dose, without a potency; inactive = the rest, 99 in 100 with CPE inhibition below about 21%; also: strong numbers were not always called active
NS5 inhibitors pilot replicate: second read-out of NS5 inhibitors, no call of its own (marks repeat the call); inhibition, %; measured here: pilot screen replicate inhibition
Numbers without * were called inactive; ? = inconclusive; . = not tested or not shown.

SMILES | LYP inhibition | West Nile virus CPE | MgcRacGAP inhibition | NS5 inhibitors | ER stress rescue | SV40 large T antigen | PhoP inhibition | GPR35 arrestin U2OS | RSV CPE inhibition | others
Cc1ccc(CN2CCN(C(=O)C3CCCO3)CC2)cc1 (centres undefined) | 2% | -0.3% | 5% | 1% | -1.7% | -1% | -6% | -7% | -0.3%
O=c1c2ccccc2c2ccccc2c(=O)n1-c1ccccc1 | -6% | 2.5% | 14% | -14% | 0.3% | 4% | -4% | 12% | 0.6%
COn1c(-c2ccccc2)nc2ncccc21 | -4% | -0.3% | 8% | -9% | . | 6% | 4% | 6% | 0.2%
Cc1ccc(C(C)(C)C)c(OCCOCCN2CCCC2)c1 | -5% | -1.2% | 24% | -8% | -4.1% | 7% | -3% | 4% | -0.4%
O=C(NC1CCCC1)C1CCCN(C(=O)Nc2ccccc2)C1 (centres undefined) | -23% | -0.7% | 2% | -5% | . | 22% | 3% | 6% | 3.5%
CCOC(=O)Cc1csc(NC(=O)CSc2nc(=O)[nH]c3c2CCC3)n1 | . | . | 4% | -5% | . | 4% | 2% | . | 0.5%
CCOC(=O)c1ccc(NC(=S)N2CCCC(C)C2)cc1 (centres undefined) | -3% | -0.2% | -3% | -2% | 3.7% | 9% | 2% | -5% | 3.6%
O=C(NCC1CCCO1)c1cnn2c1NC(c1ccccc1)CC2C(F)(F)F (centres undefined) | -5% | -0.3% | 1% | -5% | -2.7% | 6% | -6% | -16% | 0.5%
CC(=O)N1CCN(S(=O)(=O)c2cccc(C(=O)Nc3ccc4c(c3)OCO4)c2)CC1 | -6% | -1.1% | -2% | 4% | 0.3% | 38% | -2% | -10% | 0.6%
CCC(c1nnnn1Cc1ccccc1)N1CCN(C(=O)c2ccco2)CC1 (centres undefined) | -8% | -0.2% | -1% | -1% | -2.4% | 10% | 1% | 3% | 4.1%
CSc1oc(-c2ccco2)nc1S(=O)(=O)c1ccc(Br)cc1 | 4% | 0.0% | 5% | -3% | 1.2% | 10% | 4% | 3% | 1.8%
Cc1c(Cl)cccc1NC(=O)Nc1cnccn1 | -11% | 0.1% | 5% | -2% | . | 6% | -2% | 4% | 0.4%
O=CN1CC(=O)N(c2ccccc2)c2c([nH]c3ccccc23)C1 | -10% | 0.1% | -4% | -3% | 0.4% | 10% | 8% | -7% | 2.9%
COC(=O)CCc1c(C)[nH]c(C(=O)OCc2ccccc2)c1C | -6% | 0.5% | 7% | -12% | -0.3% | 7% | -10% | -10% | 5.0%
O=C(NCc1ccccc1Cl)C1CCCN(S(=O)(=O)c2cccc3nonc23)C1 (centres undefined) | -1% | 0.0% | 9% | -5% | . | 9% | -4% | 0% | 0.7%
O=C(Cc1ccc(Cl)cc1)Nc1ccc(S(=O)(=O)Nc2cnc3ccccc3n2)cc1 | 5% | -0.1% | 6% | -5% | -0.5% | 10% | -3% | -1% | 4.8%
CCNc1nc(Cl)nc(NC2CCCCC2)n1 | -9% | -1.3% | 2% | 3% | . | 15% | -4% | -1% | 9.1%
CCOP(=O)(OCC)C(C#N)=C1SCN(c2ccc(Cl)cc2)CS1 | -4% | -0.3% | 20% | 1% | 0.1% | 28% | -4% | 8% | 0.2%
CC(C)(C)c1nnc(NC(=O)C2CC(=O)N(CCc3ccc(F)cc3)C2)s1 (centres undefined) | -8% | -1.2% | 7% | 1% | . | 5% | -1% | 3% | 13%
O=C(COc1ccc(F)cc1)N1CCCCCCC1 | -9% | 0.1% | 10% | -1% | . | 11% | -4% | 8% | 0.6% | NS5 inhibitors pilot replicate=-0.6
COC(=O)c1ccc(NC(=O)COc2ccc(S(=O)(=O)NC(C)(C)C)cc2)cc1 | -7% | 0.1% | 9% | -4% | -0.8% | -2% | -9% | -6% | 1.7%
O=C(NC1CCCC1)C1CCC(CNS(=O)(=O)c2ccc(F)cc2)CC1 (centres undefined) | -12% | 0.2% | -17% | -9% | . | 5% | 7% | -5% | .
COc1cc(/C=N/N=C(/C(=O)c2ccccc2)c2ccccc2)cc(OC)c1O | 8% | 0.3% | 14% | 0% | -4.3% | 16% | 2% | -12% | 19%
O=C(O)CCC(=O)N1N=C(c2ccccc2)CC1c1cccs1 (centres undefined) | -6% | -0.1% | 12% | -2% | . | 21% | . | 1% | 1.3%
CC1Cc2ccccc2N1Cc1cccc(S(=O)(=O)N(C)C)c1 (centres undefined) | -2% | -0.7% | 10% | 7% | . | 11% | -3% | -6% | 14%
COc1ccc(Oc2coc3cc(OC(=O)c4cccs4)ccc3c2=O)cc1 | -1% | 0.4% | 3% | -14% | 1.8% | -5% | 18% | 6% | 1.7%
C/C=C(\C)C(=O)Nc1cccc(C2=NOC3(C2)C[C@@H](C(N)=O)N(C(=O)/C(C)=C/C)C3)c1 (some centres undefined) | -11% | 0.1% | 9% | -5% | . | 9% | 3% | 0% | 1.7%
O=C(COc1ccc(Cl)cc1Cl)N1CCCN(C(=O)COc2ccc(Cl)cc2Cl)CC1 | -6% | 0.5% | -9% | 6% | 0.5% | 7% | 1% | -13% | 9.2%
Cc1cc(C)c(C#N)c(SCC(=O)Nc2ccccc2C)n1 | -7% | 1.1% | 3% | 1% | 3.3% | 1% | -1% | -1% | 0.8%
CC1CCc2cc(F)ccc2N1C(=O)CN1C(=O)c2ccccc2C1=O (centres undefined) | -5% | -0.3% | 7% | 0% | -1.5% | 23% | -7% | 3% | 0.8%

The list goes on, starting with the last 2 of the part before.
SMILES | LYP inhibition | West Nile virus CPE | MgcRacGAP inhibition | NS5 inhibitors | ER stress rescue | SV40 large T antigen | PhoP inhibition | GPR35 arrestin U2OS | RSV CPE inhibition | others
Cc1cc(C)c(C#N)c(SCC(=O)Nc2ccccc2C)n1 | -7% | 1.1% | 3% | 1% | 3.3% | 1% | -1% | -1% | 0.8%
CC1CCc2cc(F)ccc2N1C(=O)CN1C(=O)c2ccccc2C1=O (centres undefined) | -5% | -0.3% | 7% | 0% | -1.5% | 23% | -7% | 3% | 0.8%
O=C(Nc1ccc(S(=O)(=O)NCc2ccco2)cc1)c1ccc2ccccc2n1 | 9% | . | 10% | -5% | 0.0% | -6% | -3% | -2% | 15%
COCCN1CCN(C(=O)C2CCC(=O)N(CCCc3ccccc3)C2)CC1 (centres undefined) | 0% | 0.6% | 9% | 1% | . | 10% | -4% | 0% | 1.0%
Cc1cc(S(=O)(=O)NCC(C)C)ccc1OCC(=O)N1CCOCC1 | 3% | -0.2% | 2% | -3% | -0.1% | 12% | -5% | -4% | 2.9%
COc1cccc(-n2c(SCC(=O)NCCC3=CCCCC3)nc3n[nH]c(C)c3c2=N)c1 | -5% | 1.3% | . | . | -0.7% | -7% | 1% | -14% | ?
COc1cccc(N(CC(=O)NC2CCCC2)C(=O)Cn2nnc(-c3ccc(C)cc3)n2)c1 | -1% | -0.2% | 11% | 6% | -2.6% | 0% | -5% | 7% | 0.5%
c1ccc(CCN2CCN(c3ncnc4c3cnn4-c3ccccc3)CC2)cc1 | -6% | -0.5% | -1% | 2% | -1.3% | 5% | 17% | -8% | 14%
CC1=Nn2c(nnc2-c2ccco2)SC1 | -1% | -0.3% | -9% | 8% | -1.6% | 0% | 1% | 20% | 0.5% | NS5 inhibitors pilot replicate=1.5
COc1ccc(-c2cccc(NC(=O)c3ccco3)c2)nn1 | . | . | 3% | -1% | . | 5% | 10% | . | -1.0%
O=C(O)c1cc([N+](=O)[O-])c(NCc2cccnc2)c([N+](=O)[O-])c1 | -4% | -0.3% | 4% | -4% | 0.1% | 4% | 5% | 3% | -0.1%
COc1ccc(/C=N/NC(=O)CCc2n[nH]c(=O)[nH]c2=O)cc1OC | -1% | 0.6% | 5% | 4% | -3.2% | 10% | -4% | -8% | 1.5%
O=C(C[n+]1ccc(-c2nnc3n2CCC3)cc1)c1ccc(Cl)c(Cl)c1 | -6% | 0.1% | 1% | -5% | -1.0% | 12% | 0% | 4% | 1.2%
COc1cccc(NC(=O)CNCc2ccccc2)c1 | -9% | -0.5% | 2% | -6% | . | 6% | 14% | -4% | 1.8%
CCc1cc(=O)oc2c3c(cc(OCC(=O)NCCC(=O)O)c12)OC(C)(C)CC3 | -14% | 1.1% | 11% | 0% | . | 12% | -4% | -2% | 1.5%
CCOC(=O)C1=C(O)/C(=C/N(C)C)N=C1C | -4% | -0.1% | -8% | 15% | 0.0% | 8% | 12% | 5% | 0.7%
CC(=O)c1ccc(Nc2c3c(nc4ccccc24)CCCC3)cc1 | 1% | 0.0% | 11% | 5% | . | 17% | -11% | 10% | -0.7%
COc1ccc(C(CNC(=O)c2cccc(NS(=O)(=O)c3ccc(Br)cc3)c2)N(C)C)cc1 (centres undefined) | . | . | 1% | -9% | . | 5% | -4% | . | -0.9%
O=C(O)C1Oc2cc3ccccc3cc2O1 | -10% | -0.3% | 7% | 11% | . | 12% | 9% | 2% | 1.2%
CCOC(=O)Cc1csc(NC(=O)COc2ccc(OC)cc2)n1 | -2% | 0.0% | -1% | -2% | -1.2% | 2% | -3% | 21% | -0.2%
O=C(Nn1cnc2ccccc2c1=O)c1ccccc1F | -5% | 0.2% | 13% | -3% | . | 2% | 13% | 4% | 0.2%
COc1ccc(N2CCN(C(=O)COC(=O)/C=C/c3ccc(C(F)(F)F)cc3)CC2)cc1 | . | . | 6% | 1% | . | 15% | 1% | . | -1.9%
Cc1cc(C)cc(-n2ncc3c2CCCC3NC(=O)CN2CCCCC2=O)c1 (centres undefined) | -11% | -0.6% | 7% | -6% | . | 10% | 2% | -5% | 1.5%
Cc1ccccc1OCC(=O)Nc1nc2ccccc2[nH]1 | -9% | 0.9% | 0% | -15% | -2.0% | 2% | -10% | -3% | 4.5%
CCc1nc2ccc(C(=O)NCCc3ccco3)cc2nc1CC | -4% | 0.7% | 3% | -12% | . | 3% | 1% | -14% | 6.2%
CCOC(=O)c1c(NC(C)=O)sc2c(OC)c(Br)ccc12 | 3% | 1.7% | -9% | 2% | -1.4% | 2% | 10% | -4% | 0.6%
COC(=O)c1ccccc1NC(=O)CCCn1nc(C)c2c(C)n(-c3ccccc3)nc2c1=O | -6% | 0.0% | -13% | 0% | . | 1% | -4% | -8% | 2.6%
O=C(COc1ccccc1)Nc1ncc2c(n1)CCCC2=O | -3% | 0.5% | 3% | -13% | -2.1% | 4% | 11% | 15% | 2.4%

High-throughput results (PubChem BioAssay)

This is a random part of the collection; overall some 1.5% were active at least once.
